From PubChem BioAssay
STEP inh: STEP (human) phosphatase inhibition; hit rate 0.25% among 360,000; inhibition, % at 20 µM; P54829; recombinant STEP, OMFP fluorogenic substrate, fluorescence;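 active = inhibition at 20 µM, scaled per plate between control wells, above about 37%, limit read from the data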;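 also: 0% = DMSO with enzyme and substrate and 100% = substrate only without enzyme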
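Also added – OMFP at 25 µM · Test system – STEP tyrosine phosphatase · Technique – FITC-channel fluorescence of OMFP product · Schedule – 20 min at room temperature, dark · Evaluation – control-normalized % inhibition with plate pattern correction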
LMPTP inh: LMPTP (human) inhibition. recombinant LMPTP-A, OMFP fluorogenic substrate, fluorescence intensity. AID 651560. hit rate 0.22% among 360,000. inhibition, % at 20 µM. P24666;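 active = compounds that cut the enzyme signal by at least half of the control window in the single-dose screen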;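 also: plate controls were DMSO wells with enzyme plus substrate for no effect and substrate without enzyme for full effect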
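Assay system: LMPTP-A phosphatase enzyme | Input: 0.625 nM enzyme | Also added: Fluorogenic phosphatase substrate OMFP at 400 µM final | Compound dosing: One test concentration per compound, 20 µM, with 3% DMSO overall | Schedule: 50 min enzyme reaction at room temperature, protected from light | Signal: Fluorescence intensity | Benchmarks: no-enzyme and uninhibited controls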
Tb MetRS inh: blocks T. brucei methionyl-tRNA synthetase activity. purified T. brucei MetRS, ATP depletion, Kinase-Glo luminescence. inhibition, % at 11.9 µM. hit rate 0.4% among 360,000. AID 624268;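 active = inhibition above a per-plate cutoff of the control wells' mean inhibition plus 3 SD, cut at about 5.5% in these data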;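 also: 0% = DMSO wells median and 100% = median of wells with control inhibitor compound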
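Measured by: Kinase-Glo luciferase luminescence reporting remaining unconsumed ATP. Material: purified T. brucei MetRS enzyme. Doses: 11.9 µM compound single dose, 0.9% DMSO. Medium: HEPES buffer containing pyrophosphatase, BSA, spermine, DTT. Times: 15 min preincubation, 2 h reaction, all 25 °C. Reagent: methionine, ATP and bulk E. coli tRNA.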
NadD block: inhibitors of Staphylococcus aureus NadD; inhibition, % at 20 µM; purified NadD enzyme, colorimetric absorbance read-out; AID 602399; hit rate 0.78% among 360,000; in the data active = inhibition above about 26%; also: some compounds past the cut are filed as inactive
Scp-1 inhibitor: blocks human Scp-1 phosphatase activity. Q9GZU7. Recombinant Scp1, phosphopeptide, malachite green phosphate absorbance. inhibition, % at 20 µM. hit rate 0.88% among 340,000. AID 493091;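 active = inhibition above about 50% at 20 µM, limit read from the data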;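 also: plate controls were DMSO wells with enzyme for no effect and wells lacking enzyme for full effect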
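System: SCP-1 catalytic domain; Reagent: Phospho 17-mer peptide substrate; Doses: one concentration, 20 µM, with 1.0% DMSO; Incubation: 45 min room-temperature reaction, 5 min colour, 30 min stabiliser; Signal: Phosphate-binding colour reagent, absorbance read at 630 nm.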
Rpn11 inh: Rpn11 (human) deubiquitinase inhibition | O00487 | human 26S proteasome, Ub4-pepOG fluorescence polarization; 20S core pre-blocked with epoxomicin | calls only at 20 µM | hit rate 0.59% among 360,000 | AID 588493;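 active = inhibition at 20 µM, scaled to each plate's controls, above about 33%, limit read from the data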
DNMT1 block: inhibitors of human DNMT1; hit rate 0.83% among 360,000; P26358; DNMT1 molecular beacon, Hinp1I cleavage, fluorescence; inhibition (reported as % activation of signal), % at 10 µM; in the data active = inhibition above about 50%
Target sequence (P26358 504-1616 limits assumed): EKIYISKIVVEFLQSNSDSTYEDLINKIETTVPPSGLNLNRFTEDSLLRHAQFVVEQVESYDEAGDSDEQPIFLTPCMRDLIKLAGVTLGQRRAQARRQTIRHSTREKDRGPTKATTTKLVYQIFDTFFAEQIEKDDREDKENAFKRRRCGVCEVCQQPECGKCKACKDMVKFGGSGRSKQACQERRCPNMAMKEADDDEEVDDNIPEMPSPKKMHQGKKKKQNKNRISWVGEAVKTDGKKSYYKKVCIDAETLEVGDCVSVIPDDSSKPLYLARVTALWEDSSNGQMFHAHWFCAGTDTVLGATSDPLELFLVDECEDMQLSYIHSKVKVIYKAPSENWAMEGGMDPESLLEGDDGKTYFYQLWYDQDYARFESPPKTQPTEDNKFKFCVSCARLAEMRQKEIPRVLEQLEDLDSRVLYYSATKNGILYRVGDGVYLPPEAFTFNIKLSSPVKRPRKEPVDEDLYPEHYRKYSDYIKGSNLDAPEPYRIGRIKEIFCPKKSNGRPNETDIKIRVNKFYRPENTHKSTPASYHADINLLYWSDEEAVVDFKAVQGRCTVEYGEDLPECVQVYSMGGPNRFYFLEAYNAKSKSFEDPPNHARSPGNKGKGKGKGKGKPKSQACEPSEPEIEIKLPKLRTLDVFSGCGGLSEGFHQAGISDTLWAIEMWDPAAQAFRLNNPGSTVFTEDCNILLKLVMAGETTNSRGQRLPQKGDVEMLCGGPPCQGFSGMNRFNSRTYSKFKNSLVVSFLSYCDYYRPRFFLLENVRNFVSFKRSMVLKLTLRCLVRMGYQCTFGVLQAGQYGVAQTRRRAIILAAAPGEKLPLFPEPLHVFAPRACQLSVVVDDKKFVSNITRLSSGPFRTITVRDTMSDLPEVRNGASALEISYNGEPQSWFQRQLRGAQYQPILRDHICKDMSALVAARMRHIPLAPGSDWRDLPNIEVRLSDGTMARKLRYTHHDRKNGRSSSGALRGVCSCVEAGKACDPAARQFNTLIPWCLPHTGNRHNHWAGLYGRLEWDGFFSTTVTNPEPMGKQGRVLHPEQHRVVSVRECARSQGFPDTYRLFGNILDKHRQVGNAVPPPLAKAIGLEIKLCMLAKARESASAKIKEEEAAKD
MsrA inhibitor: inhibits bovine methionine sulfoxide reductase A; purified bovine MsrA, absorbance read-out; inhibition, % at 15.5 µM; hit rate 0.75% among 360,000; AID 651718; in the data active = inhibition above about 4.5%;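 also: 0% = vehicle wells with enzyme and 100% = reference inhibitor wells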
CSN deneddyl inh: blocks human CSN-mediated cullin deneddylation; hit rate 0.38% among 360,000; inhibition, % at 12.5 µM; Purified CSN, SCF-Nedd8-OG deneddylation, fluorescence polarization; AID 651999; Q92905;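 active = pattern-corrected inhibition above about 35%, with an unprinted fluorescence ratio check between 0.5 and 1.5, limit read from the data, passing the limit was not always enough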;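 also: 0% = enzyme with substrate and 100% = substrate without enzyme; some results filed as inactive read as strong as hits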
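Assay system: HEK293T-derived human Csn5 enzyme; quantity: 0.24 nM enzyme; medium: Tris/NaCl/DTT buffer, pH 7.5; also added: substrate SCFSkp2-Nedd8OG, 10 nM; doses: 12.5 µM compound; schedule: 90 min reaction at room temperature; signal: FP; read-out: % inhibition of substrate cleavage by Csn5; benchmarks: substrate-only high control, full reaction low control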
SUMO1-SIM PPI: SUMO1-SIM interaction modulation | SUMO1 binding to a labelled peptide, TR-FRET, 1 h | hit rate 0.33% among 360,000 | AID 602429 | inhibition, % at 20 µM; in the data active = inhibition above about 37%
The depositor's hits bear a star; i = inactive; nt = no result given.

smiles | STEP inh | LMPTP inh | Tb MetRS inh | NadD block | Scp-1 inhibitor | Rpn11 inh | DNMT1 block | MsrA inhibitor | CSN deneddyl inh | SUMO1-SIM PPI
CCNC(=O)C1CCCN(C(=O)c2ccc(C(F)(F)F)cc2)CC1 (centres undefined) | -2 | -0.5 | 0.0 | 1 | nt | i | -1 | -0.8 | 2 | 4
O=C(C(O)c1ccccc1)N1CCN(S(=O)(=O)c2ccc(F)c(F)c2)CC1 (centres undefined) | nt | -1.6 | -0.2 | nt | nt | nt | nt | -1.5 | -1 | 1
CC(C)NC(=O)Nc1ccc2c(c1)C(=O)N([C@H](C)CO)C[C@H](C)[C@@H](CN(C)S(=O)(=O)c1cn(C)cn1)O2 | -1 | -1.5 | -1.7 | 1 | 4 | i | 7 | 1.1 | 4 | -5
Cc1[nH]c(=O)[nH]c(=O)c1S(=O)(=O)NCC12CC3CC(CC(C3)C1)C2 | -3 | -0.9 | -0.5 | 7 | -5 | i | 1 | -0.2 | 3 | 5
COc1cccc(-c2cc(C(=O)N3CCCCC3C)no2)c1 (centres undefined) | 1 | -0.4 | -0.8 | -3 | -24 | i | 2 | -1.3 | -2 | 0
O=C(NCCOc1ccccc1)c1ccccc1F | -2 | -0.8 | 0.0 | 2 | nt | i | 3 | 0.6 | -4 | 0
NS(=O)(=O)c1ccc(NC(=S)NC(=O)c2ccc(-c3ccccc3)cc2)cc1 | 4 | 2.6 | -0.7 | 28 | -9 | i | -2 | 2.0 | -1 | 3
COc1cccc(CNCc2ccc(SC)cc2)c1OC | 0 | -1.5 | -0.2 | -4 | -4 | i | 4 | 0.2 | 2 | 1
COc1ccc(Nc2nc(C)nc3c2oc2ccccc23)cc1 | -3 | 1.4 | 0.2 | -8 | -4 | i | 2 | 1.6 | 0 | 3
CCOc1cc(C(C(=O)NCC2CCCO2)N(C(=O)Cn2nnc3ccccc32)c2cccc(OC)c2)ccc1O (centres undefined) | 2 | 1.4 | -0.1 | -13 | -5 | i | -3 | 0.0 | -2 | 1
Cc1nc(-c2cc(-c3nc(-c4ccc(C(F)(F)F)cc4)no3)no2)cs1 | 1 | 0.3 | -0.4 | 3 | 0 | i | 2 | -0.4 | 4 | 2
CCOc1ccc(CC(=O)NCC(=O)NCc2cc(=O)n(C)c(=O)n2C)cc1 | 0 | -0.4 | 0.1 | 0 | -5 | i | 3 | 3.2 | -2 | 2
COc1ccc(CNC(=O)c2ccc(C(C)C)cc2)cc1 | 1 | 1.5 | -0.3 | -8 | -7 | i | -1 | -0.3 | 1 | 0
Cc1ccc(S(=O)(=O)N2CCCCC2)cc1NC(=O)c1ccncc1 | 0 | -3.4 | -0.1 | -6 | 1 | i | 5 | -0.5 | 1 | 3
COC(=O)CSc1nnc(CNS(=O)(=O)c2ccc(Br)cc2)n1C | 1 | -1.0 | -0.4 | -2 | -7 | i | 4 | -0.4 | 1 | 0
CCOC(=O)c1cnc(SCCN2CCOCC2)nc1N | -1 | -0.6 | 0.5 | -5 | 1 | i | 1 | -0.7 | 0 | 3
CCOC(=O)C1=C(O)C(=O)N(c2ccc(S(N)(=O)=O)cc2)C1c1ccc(OC)cc1 (centres undefined) | 0 | -0.8 | -0.5 | 7 | 0 | i | -2 | nt | -4 | -6
COc1ccc(NC(=O)CSc2nnc(Cn3cnc4ccccc43)n2C)cc1 | -2 | 0.1 | -0.4 | -4 | -7 | i | 0 | -0.9 | 0 | -1
CC(C)c1ccc(OCC(=O)N(Cc2ccco2)C2CCS(=O)(=O)C2)cc1 (centres undefined) | 3 | -1.1 | -0.1 | -3 | -7 | i | -1 | -0.7 | 3 | 2
Cc1cccc(NC(=O)c2ccc(S(=O)(=O)N3CCOCC3)cc2)n1 | 0 | -1.9 | -0.5 | -1 | 1 | i | 1 | 0.4 | -4 | 0
CCCCN1C(=O)C(C(=O)OCC)CC2=C1CCCC2=O (centres undefined) | -2 | -1.4 | -0.8 | 3 | -8 | i | 5 | 0.7 | 0 | 1
CN(Cc1ccccc1)C(=O)c1[nH]cnc1C(=O)N[C@@H](Cc1ccccc1)C(=O)OCc1ccccc1 | 0 | 0.4 | -0.4 | 7 | 3 | i | -4 | nt | 4 | 5
CC1(C)Cc2c(sc3ncnc(NN)c23)CO1 | 1 | -0.9 | 0.1 | -1 | -6 | i | 1 | 2.4 | 0 | 5
Cc1cccc(N(C)C(=O)CCS(=O)(=O)c2cccc3nonc23)c1 | -4 | -1.6 | 0.4 | -2 | -1 | i | 5 | 0.1 | -1 | -28
O=C(Cn1nc2n(c1=O)-c1ccccc1SC2)N/N=C/c1cccnc1 | 1 | -1.6 | -0.1 | 0 | -11 | i | 2 | -0.3 | -2 | 3
COc1ccc(NC(=O)N2CCCC2C(=O)NC2CCCC2)cc1 (centres undefined) | 2 | -0.5 | -0.1 | 2 | -7 | i | 0 | 0.1 | 4 | 2
C1CSC2(N1)C1CC3CC2CC(C1)C31NCCS1 (centres undefined) | -5 | -7.2 | 0.2 | -2 | -15 | i | 0 | -0.2 | 2 | -2
COc1cc(C(=O)N/N=C/c2cc([N+](=O)[O-])cs2)cc(OC)c1OC | 1 | 1.6 | 0.2 | -3 | 0 | i | 1 | 3.0 | -1 | -22
COc1ccc(CNC(=O)C(=O)NCC2OCCN2S(=O)(=O)c2ccc(OC)c(OC)c2)cc1 (centres undefined) | -1 | -0.5 | 0.0 | -2 | -5 | i | -1 | -1.3 | -4 | -1
CCOc1ccc(C(=O)NCCN2CCCCC2)c(OCC)c1 | -1 | -2.1 | -0.7 | 5 | -7 | i | 1 | -0.6 | -5 | -4
CCN(C(=O)COC(=O)Cc1c(F)cccc1Cl)c1c(N)n(Cc2ccccc2)c(=O)[nH]c1=O | 2 | 0.2 | 0.1 | 0 | 0 | i | 2 | 0.0 | 3 | -1
COc1ccccc1N1C(=O)C2C(C(=O)c3ccccc3)=NN(c3ccc(C)cc3)C2C1=O (centres undefined) | -1 | 1.5 | -0.6 | 8 | -22 | i | 0 | 0.3 | 6 | -16
NC(=O)c1ccc(NC(=O)Cc2csc(-c3ccccc3)n2)cc1 | -1 | 1.6 | -0.1 | 2 | -5 | i | -8 | 0.4 | 10 | -1
COc1ccc(CCCC(=O)NCc2ccccc2)cc1C | 0 | -0.3 | 0.0 | -5 | 1 | i | 0 | 1.2 | -19 | 0
Cc1nn(-c2ccccc2)c(N2CCCC2)c1/C=N/NC(=O)c1cc(-c2cccnc2)nc2ccccc12 | 2 | 3.1 | -1.3 | 19 | -3 | i | -18 | 4.7* | -10 | 6
COc1ccc(NC(=O)CON=CC(=O)Nc2ccc(C)cc2)c(OC)c1 | -2 | 0.5 | 0.0 | -4 | -4 | i | 2 | 2.5 | -3 | 4
COC(=O)c1ccc(C(NC(=O)OCc2ccccc2)/C(C)=C/[C@@H](C)C(=O)NCc2ccc(OC)c(OC)c2)cc1 (some centres undefined) | -6 | 0.3 | -0.2 | -3 | -5 | i | 0 | nt | -2 | 0
COc1cc(C2=NOC(C(=O)NCc3ccccn3)C2)cc(OC)c1OC (centres undefined) | 4 | -0.8 | 0.2 | -3 | -6 | i | 3 | 1.9 | 7 | 2
CSc1ccc(/C=C(\NC(=O)c2ccccc2)C(=O)NCCN2CCOCC2)cc1 | 0 | -1.1 | -0.3 | -3 | -4 | i | 0 | 4.0 | 1 | -12
CC1Cc2ccccc2N1C(=O)COC(=O)c1cccc(Br)c1 (centres undefined) | 0 | 2.3 | -0.1 | -7 | -9 | i | -8 | 0.9 | 0 | 7
CCOc1cc(N2CCOCC2)c(OCC)cc1NC(=O)COC(=O)c1cc2ccccc2cc1O | 2 | 3.8 | -0.3 | 5 | 13 | i | 32 | 0.1 | -9 | -3
OCCN1CNC(=S)NC1 | -1 | -2.5 | -0.3 | -6 | -13 | i | -1 | 1.2 | -3 | 3
CCOc1ccc(-n2c(Cc3cc(=O)[nH]c(=O)[nH]3)nnc2SCC)cc1 | -2 | -1.5 | -0.7 | 4 | -5 | i | 5 | -1.9 | 6 | 3
COc1ccccc1Oc1ccc(N/C=C2/CCCC2=O)cc1 | 4 | -0.3 | 0.6 | 2 | -5 | i | -9 | 1.2 | 2 | -14
COc1ccc(NC(=O)Nc2ccc(F)cc2F)cc1 | -3 | -0.4 | -0.1 | 4 | -1 | i | 0 | -1.8 | 2 | 1

In the list so far, six contain an aryl thioether with sulfur outside any ring.
smiles | STEP inh | LMPTP inh | Tb MetRS inh | NadD block | Scp-1 inhibitor | Rpn11 inh | DNMT1 block | MsrA inhibitor | CSN deneddyl inh | SUMO1-SIM PPI
COc1cccc(CNCc2ccc(SC)cc2)c1OC | 0 | -1.5 | -0.2 | -4 | -4 | i | 4 | 0.2 | 2 | 1
COC(=O)CSc1nnc(CNS(=O)(=O)c2ccc(Br)cc2)n1C | 1 | -1.0 | -0.4 | -2 | -7 | i | 4 | -0.4 | 1 | 0
CCOC(=O)c1cnc(SCCN2CCOCC2)nc1N | -1 | -0.6 | 0.5 | -5 | 1 | i | 1 | -0.7 | 0 | 3
COc1ccc(NC(=O)CSc2nnc(Cn3cnc4ccccc43)n2C)cc1 | -2 | 0.1 | -0.4 | -4 | -7 | i | 0 | -0.9 | 0 | -1
CSc1ccc(/C=C(\NC(=O)c2ccccc2)C(=O)NCCN2CCOCC2)cc1 | 0 | -1.1 | -0.3 | -3 | -4 | i | 0 | 4.0 | 1 | -12
CCOc1ccc(-n2c(Cc3cc(=O)[nH]c(=O)[nH]3)nnc2SCC)cc1 | -2 | -1.5 | -0.7 | 4 | -5 | i | 5 | -1.9 | 6 | 3
